# Bioassay records from PubChem.
# 3CLpro inhibitor = SARS-CoV 3CLpro protease inhibition; P0C6X7; 0.14% of 290,000 active; inhibition, % at 6 µM; recombinant SARS-CoV 3CLpro, quenched FRET peptide cleavage; in the data active = inhibition above about 12%
# Rv3671c protease = Rv3671c (M. tuberculosis) protease inhibition | inhibition, % at 5.96 µM | 0.048% of 320,000 active; in the data active = inhibition above about 38%;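 note: extracellular domain of Rv3671c used as enzyme; 0% = enzyme with DMSO and 100% = no enzyme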
# Target sequence (P9WHR9 whole entry, looked up, the tested form may be a part): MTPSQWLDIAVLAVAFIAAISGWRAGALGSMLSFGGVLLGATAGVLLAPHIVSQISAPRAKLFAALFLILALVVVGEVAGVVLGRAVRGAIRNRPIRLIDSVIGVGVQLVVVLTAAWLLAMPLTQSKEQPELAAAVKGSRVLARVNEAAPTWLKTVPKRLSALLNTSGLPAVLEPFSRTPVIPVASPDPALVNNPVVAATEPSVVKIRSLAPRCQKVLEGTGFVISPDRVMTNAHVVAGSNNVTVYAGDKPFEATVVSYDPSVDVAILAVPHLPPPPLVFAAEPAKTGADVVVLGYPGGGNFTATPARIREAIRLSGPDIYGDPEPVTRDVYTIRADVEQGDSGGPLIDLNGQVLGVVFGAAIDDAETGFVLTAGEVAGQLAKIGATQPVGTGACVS
# CCHFV vOTU inh = CCHFV vOTU protease inhibition; Pep-AMC fluorescence; inhibition, % at 11.5 µM; 0.55% of 370,000 active; AID 651958; in the data active = inhibition above about 30%; note: 0% = vehicle wells with enzyme and 100% = no enzyme wells
# TcdB GH inh = blocks C. difficile toxin B glycohydrolase activity; AID 652162; inhibition, % at 9.99 µM; 0.24% of 350,000 active; TcdB glycohydrolase enzymatic assay, plate reader; in the data active = inhibition above about 10%
# VHR inh abs = DUSP3 (human) phosphatase inhibition. recombinant VHR phosphatase, pNPP absorbance. inhibition, % at 13.3 µM. 0.52% of 290,000 active. AID 1654; in the data active = inhibition above about 50%; note: some compounds called inactive have numbers as strong as hits
# Target sequence (P51452 whole entry, looked up): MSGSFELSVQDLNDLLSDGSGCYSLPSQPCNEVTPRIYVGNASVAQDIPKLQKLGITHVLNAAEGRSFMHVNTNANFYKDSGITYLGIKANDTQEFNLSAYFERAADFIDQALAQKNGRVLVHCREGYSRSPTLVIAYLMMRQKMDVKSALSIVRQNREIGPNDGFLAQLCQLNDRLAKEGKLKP
# Yp Topo-I inh = Y. pestis Topo-I inhibition via cleavage products. 0.064% of 360,000 active. activity, % at 10 µM. AID 504884. Y. pestis Topo-I cleavage product accumulation, plate reader; in the data active = activity above about 50%, passing the limit was not always enough; note: inactives centre near 2
# SSB-PriA inh = blocks PriA binding to SSB C-terminal tail. inhibition, % at 33 µM. AlphaScreen SSBct-PriA binding, biotinylated peptide. 0.6% of 430,000 active. AID 1272365; in the data active = inhibition mostly above about 37%, no sharp cut-off; inactive = mostly below about 20%;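 note: plate controls were negative control peptide for no effect and reference peptide for full effect; strong numbers were not always called active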
# BH1578 lux ind = quorum light induction in luxS cqsA deficient V. cholerae; V. cholerae BH1578 lux reporter, luminescence, 6 h; activation, % at 18.7 µM; 0.16% of 350,000 active; AID 588436; in the data active = activation mostly above about 9.7%, no sharp cut-off; note: not every result past the cut was called active; inactives centre near 0; reference of the scale not given here
# PrPC surface inh = inhibitors of human cell surface prion protein PrPC; AID 720596; P04156; inhibition, % at 13.8 µM; 0.43% of 370,000 active; TR-FRET read-out; in the data active = inhibition above about 24%; note: 0% = median of the test wells and 100% = reference compound wells
# MazF activator = activators of E. coli MazEF toxin-antitoxin RNase; P0AE70; FAM/BHQ RNA-DNA oligo cleavage fluorescence, 5 h; activation, % at 20 µM; 0.32% of 350,000 active; AID 504720; in the data active = activation above about 50%
# Target sequence (P0AE70 whole entry, looked up): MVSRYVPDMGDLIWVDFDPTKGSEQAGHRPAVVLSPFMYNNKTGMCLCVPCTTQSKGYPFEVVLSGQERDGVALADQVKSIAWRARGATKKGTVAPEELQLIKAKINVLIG
# * hit, by the source's call; i = inactive; . = not tested or not shown; & = joins results of further samples. An excerpt; count on the stated rates, not on these rows.
SMILES,3CLpro inhibitor,Rv3671c protease,CCHFV vOTU inh,TcdB GH inh,VHR inh abs,Yp Topo-I inh,SSB-PriA inh,BH1578 lux ind,PrPC surface inh,MazF activator
O=c1c2oc3ccccc3c2ncn1Cc1ccc(Cl)cc1,-1,-1,9,1.9,37,-11,-6,-2.8,9,9
COc1ccc(S(=O)(=O)N[C@H](C(=O)O)C(C)C)cc1,0,3,-9,.,7,0,-14,5.6,2,1
Cc1nc(C)c(C(=O)C2=C(O)C(=O)N(CCN(C)C)C2c2ccccc2)s1 (stereo unspecified),-1,-1,6,.,8,6,-5,i,-3,4
CCCc1cc(=O)[nH]c(SCC(=O)N(C)CC(=O)Nc2ccc(F)cc2)n1,.,-1,-22,0.5,.,7,-17,2.0,2,-2
CCCCN(C=O)c1c(CC)nc2c(OCCn3cccc3)cccn12,.,.,4,0.8,.,6,.,-0.2,-4,.
CCC1NC(=O)c2cccnc2-n2c1nc1cc(C)cc(C)c1c2=O (stereo unspecified),.,.,0,-7.0,.,-3,.,0.7,8,9
COc1ccccc1CNC(=O)c1cccc(S(=O)(=O)N2CCCC2)c1,.,.,-6,2.5,.,4,-10,-2.1,1,1
COc1ccc(CC(N)c2csc(NC(=O)C(c3ccccc3)c3ccccc3)n2)cc1 (stereo unspecified),.,.,24,0.5,.,-19,.,-0.3,7,.
CCOc1ccc(NC(=O)c2nnn(CC(=O)Nc3ccccc3OCC)c2N)cc1,6,0,10,.,-11,4,-19,5.0,-1,-2
COC(=O)[C@H](CO)N1C(=O)[C@@H]2[C@H](C1=O)C1C=C[C@H]2C1,.,.,-6,-0.5,.,2,-5,i,0,4
COc1cc(N(C)C)c(NC(C)=O)cc1C(=O)O,-8,-4,1,.,-2,8,-21,.,-6,7
Cc1c(CNCCCc2ccccc2)c(C(=O)O)c(C)n1Cc1ccccc1,-1,-4,9,-1.6,34,1,4,-0.3,1,-2
O=C(CS(=O)(=O)c1c[nH]c2ccccc12)Nc1ccc2c(c1)OCCO2,0,11,-11,1.3,0,0,7&6,-0.5,-8,7
C[C@@H]1CCC[C@@]2(O[C@@H](CCO)C[C@H](O)[C@H]2O)O1,.,1,12,0.8,.,0,-11,i,1,2
COc1ccccc1CCNC(=O)CN1C(=O)NC2(CCCC2)C1=O,.,-1,25,-5.8,.,-3,4,-1.8,3,2
C=CCN(C(=O)CCC(=O)Nc1cc(C)on1)C(C(=O)NC1CCCC1)c1ccc(OC)c(OC)c1 (stereo unspecified),-3,4,-5,2.3,-41,3,3,-1.2,4,-3
O=C(CN1CCCc2ccccc21)N/N=C/c1c(O)ccc2ccccc12,9,11,10,1.0,-1,-14,.,-0.4,2,16
O=C(c1cc2nc(-c3ccc(F)cc3)cc(C(F)(F)F)n2n1)N1CCOCC1,-1,1,10,.,-6,1,4,i,-9,0
CCOc1cc(NC(=S)NCc2ccco2)c(OCC)cc1NC(=O)CC,-1,7,13,.,30,-4,3,-0.3,-4,3
CCCC(=O)Nc1ccc(C(=O)NCCCn2ccnc2)cc1,-1,-7,9,.,10,-1,-7,-3.2,1,1
Cc1cccc(-n2c(SCC(N)=O)nc3c(c2=O)C2(CCCC2)Cc2ccccc2-3)c1,2,21,-15,.,-6,7,2,-0.6,4,-5
Clc1cccc(OCCN2CCOCC2)c1,5,3,10,.,15,11,0,i,-1,-4
CC(C)C(=O)Nc1nnc(CSCc2ccccc2F)s1,5,0,9,.,28,9,-27,-7.1,3,7
c1ccc2c(SCc3cn4ccccc4n3)nncc2c1,5,4,-7,2.1,15,5,-1,-0.6,-4,-6
COc1ccc(C(=O)Nc2c(O)ccc3ccccc23)cc1,.,-5,-1,-3.5,.,-6,15,i,2,-4

# Profiles as entered above. Values in the order: 3CLpro inhibitor | Rv3671c protease | CCHFV vOTU inh | TcdB GH inh | VHR inh abs | Yp Topo-I inh | SSB-PriA inh | BH1578 lux ind | PrPC surface inh | MazF activator
# `COc1ccc(S(=O)(=O)N[C@H](C(=O)O)C(C)C)cc1` as listed: 0 | 3 | -9 | . | 7 | 0 | -14 | 5.6 | 2 | 1
# `O=C(CN1CCCc2ccccc21)N/N=C/c1c(O)ccc2ccccc12` as listed: 9 | 11 | 10 | 1.0 | -1 | -14 | . | -0.4 | 2 | 16
# `COc1ccccc1CCNC(=O)CN1C(=O)NC2(CCCC2)C1=O` as listed: . | -1 | 25 | -5.8 | . | -3 | 4 | -1.8 | 3 | 2

# (cont.)
SMILES,3CLpro inhibitor,Rv3671c protease,CCHFV vOTU inh,TcdB GH inh,VHR inh abs,Yp Topo-I inh,SSB-PriA inh,BH1578 lux ind,PrPC surface inh,MazF activator
CC1(C(=O)Nc2ccc(Cl)c(C(F)(F)F)c2)Cc2c(-c3ccccc3)ccnc2O1 (stereo unspecified),.,.,-1,1.4,.,-6,.,0.8,-8,.
CC[C@@H]1C/C=C\Cc2ccccc2[C@H](C(=O)C[C@H](O)CC(C)=O)OC1=O,.,0,-4,1.3,.,2,-9,-1.5,3,4
COc1ccc(CCNC(=O)c2cnn3cccnc23)cc1OC,2,4,-6,.,-8,10,-3,i,4,6
CC(C)CC1(C(=O)O)NC(c2ccccc2O)C2C(=O)N(C(C)C)C(=O)C21 (stereo unspecified),-3,5,-3,0.8,9,-1,-2,-0.2,3,7
COC(=O)c1cccc(NC(=O)CSc2nc3cccnc3n2C)c1,3,6,10,.,27,14,-7,.,13,5
COc1ccc(-c2cc3c(=O)n(CC(=O)Nc4cccc(Cl)c4)nc(C)n3n2)cc1,-2,3,-2,1.7,3,5,44*,i,7,16
CCOC(=O)c1ccc(N(CC(=O)NC2CCCC2)C(=O)CNC(=O)c2ccco2)cc1,2,7,3,.,-5,-5,3,10,1,9
O=C1CS/C(=C/C(=O)c2cccc(Cl)c2)N1,-4,4,0,2.5,20,2,-14,-0.2,12,6
CCOc1ccc(C(=O)CCC(=O)N2CCN(S(=O)(=O)c3cccc(F)c3)CC2)cc1,.,-6,5,0.5,.,19,-6,2.0,11,7
Cc1cccnc1NC(=O)CNC(=O)C12CC3CC(CC(C3)C1)C2,.,10,2,1.5,.,7,-4,0.6,2,1
CCn1nc(C(=O)NNS(=O)(=O)c2ccc(C)cc2)c2ccccc2c1=O,.,6,2,2.1,.,6,6,0.8,-7,4
COc1ccc(CC(=O)Nc2cccc(/C(C)=N/NC(=O)C3(C)CC3(Br)Br)c2)cc1 (stereo unspecified),-3,7,5,0.1,2,9,.,i,3,-3
O=C(N/N=C/c1cccc([N+](=O)[O-])c1)c1ccncc1,-2,2,-10,0.7,-4,-3,i,-0.3,-14,-9
CN1CCc2nc(SC(C(=O)O)c3ccccc3)c(C#N)c(-c3cccs3)c2C1 (stereo unspecified),-2,-7,8,0.0,22,17,-9,i,0,-17
O=C(Nc1cccc([N+](=O)[O-])c1)c1cc2ccccc2cc1O,2,-11,-7,0.3,-2,0,3,-0.5,-11,6
OCC1(Cc2ccc(Cl)cc2)CCN(CC2CC=CCC2)CC1 (stereo unspecified),-2,-7,9,1.5,26,-3,-9,0.6,-12,-1
Cc1cc(Cl)ccc1N1C(=O)CC(NNC(=O)c2cccnc2)C1=O (stereo unspecified),5,-1,-16,.,-4,-5,24,-0.6,-7,3
Cc1ccccc1/C(=N\S(=O)(=O)c1ccc(Br)cc1)Nc1ccccc1,.,.,-1,0.8,.,8,.,i,6,7
COc1cccc(C2=NOC(C(=O)N3CCN(c4ccccc4)CC3)C2)c1OC (stereo unspecified),2,3,1,-0.7,46,27,-3,-0.6,4,-9
COc1ccc(CCNC(=O)c2ccccc2NC(=O)C2=C(C)OCCS2)c(OC)c1,-2,2,-10,2.9,-9,16,6,i,10,7
CC(c1ccon1)N(C)Cc1cn(Cc2ccccc2)nc1-c1ccc2c(c1)OCO2 (stereo unspecified),1,-6,-4,1.0,13,10,-6,-0.2,8,-11
CC(C)N(CCCNC(=O)C1CCN(C(=O)c2cc3sccc3n2C)CC1)Cc1ccccc1,4,-4,1,-1.6,1,8,2,i,-3,7
COc1ccc(C(=O)Nc2ccc(S(=O)(=O)Nc3cc(C)nc(C)n3)cc2)cc1OC,1,7,7,1.3,6,2,-9,i,1,-7
CCc1noc(C)c1C(=O)OCC(=O)c1ccc(NC(=O)CC(C)C)cc1,.,.,10,1.5,.,8,.,-3.1,-10,6
Cc1sc2ncnc(N3CCN(S(=O)(=O)c4ccccc4)CC3)c2c1C,.,-6,.,.,.,11,-27,-1.5,.,-2

# Reprinted from the part before: four compounds, then new ones.
SMILES,3CLpro inhibitor,Rv3671c protease,CCHFV vOTU inh,TcdB GH inh,VHR inh abs,Yp Topo-I inh,SSB-PriA inh,BH1578 lux ind,PrPC surface inh,MazF activator
CC(C)N(CCCNC(=O)C1CCN(C(=O)c2cc3sccc3n2C)CC1)Cc1ccccc1,4,-4,1,-1.6,1,8,2,i,-3,7
COc1ccc(C(=O)Nc2ccc(S(=O)(=O)Nc3cc(C)nc(C)n3)cc2)cc1OC,1,7,7,1.3,6,2,-9,i,1,-7
CCc1noc(C)c1C(=O)OCC(=O)c1ccc(NC(=O)CC(C)C)cc1,.,.,10,1.5,.,8,.,-3.1,-10,6
Cc1sc2ncnc(N3CCN(S(=O)(=O)c4ccccc4)CC3)c2c1C,.,-6,.,.,.,11,-27,-1.5,.,-2
COc1ccccc1N1CCN(S(=O)(=O)c2cn(C)cn2)CC1,4,8,0,-1.9,28,6,-13,i,8,9
O=C1C(Cc2cccc([N+](=O)[O-])c2)SC(=Nc2ccccc2)N1c1ccccc1 (stereo unspecified),5,-21,-3,.,16,7,-7,-0.7,2,-9
CCCN1CCN(C(=S)NCc2ccc(Cl)cc2)CC1,3,2,-5,0.2,22,3,-13,-0.4,6,1
O=C(NCc1ccccn1)C(F)(F)C(F)(F)C(=O)NCc1ccccn1,5,0,-4,.,-1,6,-1,i,2,3
Cc1cc(C(=O)NC2CCCc3c2cnn3-c2cccc(C)c2C)c(C)o1 (stereo unspecified),2,-8,14,-0.1,66,7,5,2.5,10,-6
CC(C)CCNC1c2ccccc2C(=O)N1Cc1ccccc1 (stereo unspecified),-2,4,10,0.7,38,17,-14,0.3,5,8
O=C(Nc1cccc(S(=O)(=O)N2CCOCC2)c1)c1ccc(N2CCCC2=O)cc1,.,-9,11,-0.7,.,1,-8,-1.2,-7,4
CC(C)OCCCNC1=C(Cl)C(=O)c2ccccc2C1=O,1,-17,14,0.2,8,0,57,-0.4,-50,7
CCc1ccc(N2CC(C(=O)Nc3ccc(S(=O)(=O)Nc4ncccn4)cc3)CC2=O)cc1 (stereo unspecified),3,2,16,-3.8,2,-3,-17,-0.3,2,0
CC(NS(=O)(=O)CCNC(=O)c1ccccc1)c1ccccc1 (stereo unspecified),.,2,-3,-0.5,.,9,-6&-6,i,-4,5
CCN(C[C@H]1N[C@@](CC)(C(=O)OC)[C@H]2C(=O)N(Cc3ccccc3)C(=O)[C@@H]12)S(=O)(=O)c1ccc(C(C)(C)C)cc1,.,-1,6,-6.6,.,37,-12,-1.1,5,-1
Cc1ccc(C2C(C#N)=C(N)Oc3n[nH]c(-c4cccnc4)c32)o1 (stereo unspecified),1,8,9,1.0,18,-10,-3,-0.4,-1,-17
c1ccc(OCc2cc(-c3ccccc3)no2)cc1,-1,-3,3,0.9,13,21,-20,-0.5,1,2
COc1ccccc1N1CCN(C(=O)COc2cc(C)cc3oc(=O)cc(C)c23)CC1,-1,0,-2,1.3,15,-1,-7,-0.4,2,9
COc1ccc(/C=C/C(=O)OCC(=O)NCCC2=CCCCC2)cc1S(=O)(=O)N1CCOCC1,4,-7,17,-0.5,17,18,-8,i,4,-3
O=C(Nc1ccccc1)C(Cc1ccccc1)NC(=O)C12CC3CC(CC(C3)C1)C2 (stereo unspecified),-2,-3,-2,-0.1,10,6,11&-4,3.2,-2,10
N#C/C(C(=O)N1CCOCC1)=C1/SC(Cc2ccc(F)cc2)C(=O)N1c1ccccc1 (stereo unspecified),4,0,-2,.,0,-3,-8,i,1,-11
COc1ccc(/C=N/n2cnn(Cc3ccccc3Cl)c2=S)cc1OC,1,0,-1,1.1,17,-3,.,2.0,3,-13
CC(C)C(=O)NNC(=O)CN1CCN(c2nc(-c3ccccc3)cs2)CC1,4,3,-10,0.1,22,-4,-3,-3.3,0,-4
